# Source: PubChem
# tim23-1 inh: growth inhibitors of tim23-1 mutant yeast, primary screen, luminescence, uHTS; 330,000 compounds, 1.3% hits; inhibition, % at 20 µM; AID 463212, 2010; S. cerevisiae tim23-1 growth, BacTiter-Glo luminescence, 24 h;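 active means growth inhibition of the mutant yeast at or above 50%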;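 further: temperature-sensitive mutant grown at 25 °C; plate controls were DMSO-treated mutant yeast for no effect and medium wells lacking yeast for full effect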
# Jurkat NFkB inh: inhibitors of induced NF-kB luciferase reporter, primary screen, TCR NF-kB activation inhibitor project, cell-based, luminescence, uHTS | Jurkat, PMA/ionomycin-induced NF-kB luciferase reporter | 330,000 compounds, 0.53% hits | inhibition, % at 4 µM; in the data active means inhibition above about 50%
# 697 NFkB inh: inhibitors of PMA/ionomycin-induced NF-kB reporter, 697 cells, primary screen, B-cell NF-kB inhibitor project, cell-based, luminescence, uHTS; inhibition, % at 4 µM; 697 B-cell NF-kB luciferase reporter, 16 h; 330,000 compounds, 0.33% hits; in the data active means inhibition above about 35%
# APJ antag: antagonists of human apelin receptor APJ, primary screen, CHO-K1 cells, beta-arrestin complementation, luminescence | P35414 | inhibition, % at 20 µM | 330,000 compounds, 0.32% hits | AID 2521, 2010;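 active means inhibition above about 40% at 20 µM, limit read from the data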;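 further: cells challenged with 10 nM apelin-13 agonist together with compound; plate controls were apelin-13 plus DMSO wells for no effect and DMSO wells lacking apelin-13 for full effect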
# XBP1 UPR activ: activators of adaptive XBP1 UPR arm, primary screen, cell-based, CHO-XBP1 luciferase reporter, luminescence, uHTS; IRE1-XBP1 UPR activation; percent of tunicamycin response, DMSO as zero; activation, % at 20 µM; 330,000 compounds, 0.33% hits; AID 463104, 2010;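 active means versus positive control, 20 µM dose yields 30% or more activation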;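 further: 100% = tunicamycin at 10 µg/mL and 0% = DMSO only wells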
#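 Assay system: IRE1-XBP1 luciferase reporter CHO line. Input: 1000 cells/well. Buffer or medium: F12 with 10% serum. Doses: 20 µM, 1% DMSO. Times: overnight seeding at 37 °C, 6 h compound treatment at 37 °C. Technique: Steady-Glo luciferase glow luminescence, 10 min after reagent addition.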
# Mdm2 MdmX PPI: inhibitors of human Mdm2-MdmX association, primary screen, cell-based, luminescence, split luciferase, SaOS-2, uHTS; AID 485346, 2010; Protein Mdm4 (Homo sapiens) + E3 ubiquitin-protein ligase Mdm2 (Homo sapiens), …; inhibition, % at 8 µM; 330,000 compounds, 3% hits; SaOS-2 split-luciferase Mdm2/MdmX complementation;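 active means inhibition of at least 50% at 8 µM in the primary screen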
# Target sequence (O15151 whole entry, looked up): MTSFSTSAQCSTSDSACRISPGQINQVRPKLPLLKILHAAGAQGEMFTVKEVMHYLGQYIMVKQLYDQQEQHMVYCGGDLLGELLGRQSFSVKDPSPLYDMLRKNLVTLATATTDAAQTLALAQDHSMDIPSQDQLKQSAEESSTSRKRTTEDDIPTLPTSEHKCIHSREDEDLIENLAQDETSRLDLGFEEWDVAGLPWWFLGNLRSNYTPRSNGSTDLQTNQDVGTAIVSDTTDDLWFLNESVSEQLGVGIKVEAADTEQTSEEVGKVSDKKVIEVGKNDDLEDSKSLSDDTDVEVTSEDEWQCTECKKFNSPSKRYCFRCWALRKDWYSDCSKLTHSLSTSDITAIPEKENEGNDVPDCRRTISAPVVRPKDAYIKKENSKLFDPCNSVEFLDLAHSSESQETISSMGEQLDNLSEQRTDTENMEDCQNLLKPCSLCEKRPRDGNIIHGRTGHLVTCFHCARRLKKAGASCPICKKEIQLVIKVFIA
# Target sequence (Q00987 whole entry, looked up): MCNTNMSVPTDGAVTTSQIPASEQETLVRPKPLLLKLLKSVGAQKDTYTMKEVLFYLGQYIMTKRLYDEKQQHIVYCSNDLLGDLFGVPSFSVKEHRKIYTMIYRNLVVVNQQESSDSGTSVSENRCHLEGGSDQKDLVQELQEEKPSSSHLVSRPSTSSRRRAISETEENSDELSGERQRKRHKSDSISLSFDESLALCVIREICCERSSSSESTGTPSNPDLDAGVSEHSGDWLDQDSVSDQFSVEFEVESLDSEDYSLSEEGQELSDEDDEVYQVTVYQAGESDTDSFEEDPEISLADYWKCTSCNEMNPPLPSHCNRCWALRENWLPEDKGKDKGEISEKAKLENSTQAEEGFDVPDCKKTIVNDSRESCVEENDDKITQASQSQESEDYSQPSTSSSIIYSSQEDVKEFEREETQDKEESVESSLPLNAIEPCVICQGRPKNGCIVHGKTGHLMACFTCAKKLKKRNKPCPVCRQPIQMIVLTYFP
# APJ agonist: agonists of human apelin receptor APJ, primary screen, CHO-K1 cells, PathHunter beta-arrestin, luminescence. activation, % at 20 µM. 330,000 compounds, 0.11% hits. P35414. AID 2520, 2010. 0% DMSO wells, 100% apelin;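 active means activation more than six SD over the plate average, tested at 20 µM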;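 further: 0% = DMSO alone and 100% = apelin-13 at 10 nM; some results filed as inactive read as strong as hits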
#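 Assay system: CHO-K1 cells stably expressing ProLink-tagged human APJ and arrestin–beta-gal acceptor. Compound dosing: 20 µM single point, 1% DMSO. Times: 16-18 h seeding, 90 min dark compound exposure, 60 min detection. Detection: beta-gal luminescence. Evaluation: APJ–arrestin association signal. Controls: negative DMSO alone, positive Apelin-13 at 10 nM.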
# CHOP UPR activ: activators of apoptotic CHOP UPR arm, primary screen, cell-based, CHO-CHOP luciferase reporter, luminescence, uHTS. 330,000 compounds, 0.34% hits. UPR activation; percent of tunicamycin response over DMSO baseline. activation, % at 10 µM;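 active means at 10 µM dose, activation of 40% or more, normalized to positive control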;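 further: 100% = tunicamycin at 10 µg/mL and 0% = DMSO alone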
#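 Test system: CHO-CHOP cells, stable luciferase reporter of PERK-eIF2a-CHOP signalling | Quantity: 500 CHO-CHOP cells per well | Buffer or medium: F12 plus 10% serum | Compound dosing: 10 µM single point, 0.5% DMSO | Schedule: 6 h compound treatment, 37 °C | Signal: Luciferase luminescence | Control set: Tunicamycin high control, DMSO low control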
# * = called active by the depositor.
Molecule	XBP1 UPR activ	APJ agonist	APJ antag	tim23-1 inh	697 NFkB inh	CHOP UPR activ	Mdm2 MdmX PPI	Jurkat NFkB inh
Cc1nc(C)c(C(=O)C2=C(O)C(=O)N(CCN3CCOCC3)C2c2cccnc2)s1 (configuration not stated)	0.0	-3.7	9.7	6.5	4.0	-2.2	14.5	2.8
CC(C)NC(=O)COc1coc(CN2CCN(Cc3ccccc3)CC2)cc1=O	-0.7	1.8	3.2	-11.8	2.5	2.1	-5.3	10.4
COc1ccc(NC(=O)C2CC2)cc1NS(=O)(=O)c1ccc(F)cc1	-2.3	12.3	-16.3	13.6	1.5	1.6	-5.5	-2.0
O=C1c2cccc3c([N+](=O)[O-])ccc(c23)C(=O)N1c1nccs1	-5.6	0.3	27.2	38.3	13.5	-9.0	92.4*	-3.1
CCCCOC(=O)c1ccc(NC(=O)c2cnccn2)cc1	0.1	-2.6	-7.6	17.4	-51.0	3.4	-8.0	-33.4
Cc1cnc(C(=O)OCC(=O)c2cccc3ccccc23)cn1	2.0	-1.0	1.4	10.4	6.2	1.6	2.2	-3.7
CCOC(=O)Cc1ncccc1C(=O)Nc1ccc(OC(F)(F)F)cc1	-0.1	-2.0	19.2	7.0	2.3	-1.6	38.9	1.2
O=C(NC(=S)Nc1ccc(S(=O)(=O)Nc2nccs2)cc1)c1ccccc1	2.2	-0.7	11.0	-6.2	-8.2	1.3	6.9	10.2
COc1cc(OC)c2c(-c3ccccc3)cc(=O)oc2c1C(CCN1CCCC(C)C1)c1ccc(N(C)C)cc1 (configuration not stated)	13.9	2.1	24.7	-4.3	2.1	7.3	76.8*	-5.9
O=C(COc1ccc(S(=O)(=O)N2CCOCC2)cc1Cl)NC1CC1	-6.0	-2.8	-5.4	7.4	-4.3	-0.2	-14.6	-8.7
Cc1ccc(N2C(=O)CCC2(C(N)=O)c2ccccc2)cc1 (configuration not stated)	0.1	-0.3	3.1	0.6	10.5	-0.6	30.1	-6.1
CCOC(=O)N1CCN(C(=O)COC(=O)c2ccc(S(=O)(=O)N(CC)CC)cc2)CC1	-3.5	-4.1	20.4	4.5	15.6	-0.4	19.5	11.5
COc1cc(OC)cc(C(=O)N[C@H](C(=O)Nc2ccc3c(c2)OCO3)C(C)C)c1	0.1	-1.5	-23.0	11.6	8.6	-0.6	1.6	-2.1
CCCCSCCCNC(=O)Nc1cccc(OC)c1	-2.5	-6.1	6.2	15.2	3.7	0.0	24.8	4.9
O=C(CSc1nnc(-c2ccco2)o1)NCCc1ccccc1	-1.8	-4.4	-2.4	0.6	-7.5	-2.4	-33.3	10.7
O=C(c1cc(-c2ccc(F)cc2)nc2ccccc12)N1CCN(C2CCS(=O)(=O)C2)CC1 (configuration not stated)	2.8	-3.2	12.1	-0.5	11.2	0.8	24.5	-0.7
O=C(NCc1ccccc1)c1cccc(COc2ccccc2Cl)c1	-0.2	-8.3	11.6	34.4	-99.0	0.2	-102.5	-48.0
Cc1ccccc1NC(=O)N1CCN(c2ncccn2)CC1	0.8	-1.4	-0.6	5.6	-8.6	1.6	-1.9	-9.0
CC(=O)c1cccc(Nc2nc(-c3sc(C)nc3C)cs2)c1	2.7	-1.3	1.8	45.9	5.0	2.3	25.6	-23.0
Nc1ncc2c(n1)-c1cc(Cl)ccc1SC2	-1.9	2.2	-4.1	11.2	1.1	0.2	2.0	10.4
CCOc1cc(N2CCOCC2)c(OCC)cc1NC(=O)Cc1cccc(OC)c1	-2.7	-2.7	-16.4	21.3	-11.4	1.4	4.6	-9.8
CC(C)CCNC(=O)CCCc1ccccc1	-3.0	1.8	5.4	10.0	10.5	0.7	-13.4	-29.9
Cc1cc(C)cc(C(=O)NN2CCOCC2)c1	-0.9	-2.7	-8.5	-9.0	2.2	1.7	-10.3	5.4
CCOC(=O)C1(CC)NC(c2ccco2)C2C(=O)N(C)C(=O)C21 (configuration not stated)	-0.5	-5.2	8.0	-4.1	9.9	0.1	18.2	-1.2
CCN(c1cccc(C)c1)S(=O)(=O)c1ccc(-c2coc(C)n2)cc1	-2.6	-3.2	37.8	32.4	3.6	-1.6	5.5	11.3
CC(=O)Nc1ccc(NC(=O)CSc2nnc(-c3ccccc3)n2Cc2ccc3c(c2)OCO3)cc1	-0.4	0.2	6.1	4.2	-0.9	-0.4	13.7	4.2
Cc1ccc(NC(=O)CSc2nnc(-c3ccco3)n2N)cc1F	-3.4	9.9	-1.1	0.1	-40.4	2.4	-25.9	-3.1
CC1COc2ccccc2N1C(=O)c1ccccc1Cl (configuration not stated)	-4.5	-0.4	0.0	16.0	-3.5	-1.9	13.8	-6.6
O=C(CCS(=O)(=O)c1ccccc1)NC12CC3CC(CC(C3)C1)C2	-0.7	0.2	-9.3	17.5	-120.5	3.2	-99.0	-87.9
Cc1ccc(NC(=O)N2CCCCCC2)c(C)c1	-6.6	-2.8	-5.2	-0.1	-1.1	5.9	-3.7	-12.8
CC(C(=O)Nc1sc2c(c1C(=O)NCC1CCCO1)CCC2)N1C(=O)c2ccccc2C1=O (configuration not stated)	-3.3	-0.6	1.7	-2.7	-40.8	0.2	-9.5	32.7
COc1ccc(CC(=O)Oc2ccccc2Cl)cc1S(=O)(=O)N1CCOCC1	-0.6	0.2	-0.7	7.7	11.8	-0.9	-0.1	3.3
Cc1c(C(=O)N/N=C/c2ccccc2)[nH]c2c([N+](=O)[O-])cccc12	-3.3	-1.3	21.9	-6.9	-39.5	0.4	60.0*	38.1
Cc1c(Nc2ccc3nonc3c2[N+](=O)[O-])c(=O)n(-c2ccccc2)n1C	-0.9	-0.9	2.3	13.7	0.8	-1.6	9.5	5.2
COCCN(C(=O)CCC(=O)Nc1cc(C)on1)C(C(=O)NC1CCCC1)c1ccccc1F (configuration not stated)	-0.7	-4.2	-0.9	0.1	3.3	-0.6	7.2	-3.9
CN(Cc1ccccc1)C(=O)COc1cc(Cl)ccc1Cl	1.3	0.0	18.3	25.1	21.3	1.6	13.1	-6.2
O=S(=O)(NC1CCCCC1)c1ccc(-c2csnn2)s1	-1.0	0.7	-13.1	27.8	-9.0	-0.5	-15.3	1.3
N#CCCN1CCN(S(=O)(=O)c2ccc(S(=O)(=O)NCc3ccccc3)cc2)CC1	-0.4	-2.8	-20.1	8.1	-0.5	0.9	0.0	-2.1
CCn1c(SC2CCOC2=O)nnc1-c1ccc(Cl)cc1 (configuration not stated)	4.8	-3.3	9.0	11.1	24.3	-0.6	21.3	6.2
COC(=O)[C@H](Cc1ccccc1)N(Cc1ccccc1)S(=O)(=O)N(Cc1ccccc1)[C@@H](Cc1ccccc1)C(=O)OC	-4.5	-2.9	15.3	22.6	20.9	7.5	40.1	-5.9
Cc1cc(=O)oc(C)c1C(=O)Nc1cccc2ccccc12	0.9	0.6	9.1	4.6	14.4	-2.2	-0.2	-7.9
COCCNC(=O)c1c(N)n(/N=C/c2ccc(F)cc2)c2nc3ccccc3nc12	3.3	5.3	7.9	2.2	4.6	3.7	19.2	3.2
CC1=Nn2c(nnc2-c2ccc(F)cc2)SC1	0.6	-2.2	7.8	-3.9	-12.1	-0.1	9.0	5.5
O=C(N/C=C/c1ccco1)Nc1cccc(Cl)c1	3.1	2.1	5.5	8.5	8.8	12.6	-2.5	11.3
COc1ccc(NC(=O)CN(C)C2=NS(=O)(=O)c3ccccc32)cc1Cl	0.1	-5.5	9.3	11.2	-17.2	-0.9	-13.5	11.4
Cc1ccccc1-c1nc(CS(=O)CC(=O)NCCCN(C)c2ccccc2)c(C)o1 (configuration not stated)	3.5	-2.3	4.6	36.7	-0.5	-2.6	-19.4	-3.7
Oc1ccc(N=Cc2ccc(O)c(O)c2)cc1	1.5	0.4	-24.2	5.0	-43.6	-0.7	25.2	-5.1
Cc1onc(-c2ccccc2)c1C(=O)N/N=C/c1ccc([N+](=O)[O-])s1	-2.0	5.1	-20.6	33.7	2.1	-0.6	38.8	13.8
S=C1CCC(c2ccc(Cl)cc2)=NN1c1ccccc1	0.3	-4.0	16.4	50.5*	3.7	-1.2	12.9	4.0
O=C(Nc1nnc(Cc2ccccc2)s1)Nc1ccccc1F	-1.9	-3.4	-9.9	10.0	-21.9	6.9	-8.0	-12.7

# Further results:
Molecule	XBP1 UPR activ	APJ agonist	APJ antag	tim23-1 inh	697 NFkB inh	CHOP UPR activ	Mdm2 MdmX PPI	Jurkat NFkB inh
COc1ccccc1C(=O)NC(CCSC)C(=O)OC(C)C(=O)NC1CC1 (configuration not stated)	-3.9	-1.7	-50.1	-6.3	21.7	-0.2	18.0	5.3
COC(=O)[C@]12C(=O)NC[C@H](CN1c1ccc(Cl)c(C)c1)N2C	0.1	-0.5	7.6	17.2	18.6	0.0	-7.7	-0.2
COc1ccc(-n2c(-c3ccc(Br)cc3)c[n+]3c2SC(C)C3)cc1 (configuration not stated)	-3.1	-0.6	1.5	13.2	26.9	-1.6	39.3	-0.9
Cn1c(SCC(=O)c2ccc3c(c2)OCO3)nnc1-c1ccccn1	4.3	-3.5	-4.8	-5.0	18.5	-0.6	-7.9	-8.0
O=S(=O)(c1ccccc1)c1nc(-c2ccco2)oc1NCCCN1CCOCC1	-2.6	-1.1	12.8	5.2	16.9	-2.0	25.4	7.7
CC(=O)Nc1ccc(NC(=O)CN(C)CC(=O)Nc2ccccc2Br)cc1	-0.1	1.8	13.5	6.8	0.4	0.2	1.1	4.7
Cn1c(SCC(=O)Nc2ccccc2F)nnc1-c1cccnc1	0.5	-4.0	-49.3	12.3	-32.9	3.0	-57.6	-14.7
O=C(Cc1c(F)cccc1Cl)NC1=NCCS1	-1.2	-4.3	16.3	14.3	-7.3	-1.3	7.9	2.5
O=C(NNC(=O)c1cnccn1)c1cccc([N+](=O)[O-])c1	-1.1	3.8	-11.4	9.2	-10.1	-1.2	-1.1	-15.2

# Single records, from the list above. Screens in order: XBP1 UPR activ	APJ agonist	APJ antag	tim23-1 inh	697 NFkB inh	CHOP UPR activ	Mdm2 MdmX PPI	Jurkat NFkB inh
# Listed for O=C(COc1ccc(S(=O)(=O)N2CCOCC2)cc1Cl)NC1CC1 : -6.0	-2.8	-5.4	7.4	-4.3	-0.2	-14.6	-8.7
# Listed for O=S(=O)(c1ccccc1)c1nc(-c2ccco2)oc1NCCCN1CCOCC1 : -2.6	-1.1	12.8	5.2	16.9	-2.0	25.4	7.7
# Listed for O=C(c1cc(-c2ccc(F)cc2)nc2ccccc12)N1CCN(C2CCS(=O)(=O)C2)CC1 (configuration not stated) : 2.8	-3.2	12.1	-0.5	11.2	0.8	24.5	-0.7
# Listed for O=C(Cc1c(F)cccc1Cl)NC1=NCCS1 : -1.2	-4.3	16.3	14.3	-7.3	-1.3	7.9	2.5
